Assay outcomes from PubChem BioAssay.
core dimer inh – HCV core protein dimerization inhibition. TR-FRET GST/Flag-core106 dimerization, 1536-well. inhibition, % at 5 µM. hit rate 0.33% among 300,000;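 active = inhibition above the mean of all tested compounds plus 3 SD, set per screening campaign, cut at about 45% in these data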
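Assay system: GST-tagged and Flag-tagged HCV core protein residues 1-106 / Times: compound-protein-antibody incubation 4 h at 22.5 °C / Signal: time-resolved FRET, ex 340 nm, em 617 and 671 nm / Evaluation: % inhibition based on acceptor/donor emission ratio / Benchmarks: wells lacking GST-core106 and wells with excess unlabelled core106 / Repeats: singlicate, one well per compound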
GASC-1 inh – blocks human GASC-1 demethylase activity. hit rate 0.069% among 330,000. GST-JMJD2C(1-420) H3K9me3 demethylation, DELFIA europium. Q9H3R0. inhibition, % at 2.35 µM;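 active = more than half of a compound's replicate wells show inhibition beyond 50%, single wells judged on their own value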;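 also: signal counts dimethyl H3K9 product captured on neutravidin plate; 0% = median of DMSO wells and 100% = 0.3 times that DMSO median; strong numbers were not always called active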
TPT1 inhibitor – C. albicans TPT1 enzyme inhibition. recombinant caTPT1, FP RNA substrate dephosphorylation. inhibition, % at 5 µM. hit rate 0.81% among 300,000. AID 1962;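 active = inhibition above the mean of all tested compounds plus 3 SD, set per screening campaign, cut at about 24% in these data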;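 also: plate controls were DMSO alone for no effect and ferristatin control at 100 nM for full effect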
Efflux pump inh – inhibitors of Candida antifungal efflux pumps expressed in yeast. S. cerevisiae Candida pump triplex, Nile Red efflux. inhibition, % at 10 µM. hit rate 0.44% among 330,000. AID 485275;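 active = plate passing quality check with inhibition over a set limit, or well fluorescence over plate mean plus 4 SD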;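 also: Nile Red retained in pooled yeast measured as flow cytometry median fluorescence; 0% = buffer negative control and 100% = Enniatin B positive control; higher means more Nile Red kept so more efflux inhibition; some compounds called inactive have numbers as strong as hits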
CTSL1 counter – cathepsin L1 inhibition, PFM18AAP counter-screen. recombinant F. hepatica cathepsin L1, Z-Leu-Arg-MCA fluorescence. inhibition, % at 5.96 µM. hit rate 0.49% among 300,000. AID 1906;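 active = inhibition above the mean of all tested compounds plus 3 SD, set per screening campaign, cut at about 17% in these data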;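 also: 0% = plate median of test compound wells and 100% = 1 µM Z-Phe-Ala-diazomethylketone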
procasp7 counter – counter-screen for procaspase-3 activators: activators of human procaspase-7 | P55210 | recombinant procaspase-7, Ac-DEVD-pNA absorbance 405 nm; D23A/D198A/D206A triple mutant, cannot self-cleave; scale: DMSO 0, 5 µM enzyme 100 | activation, % at 8.5 µM | hit rate 0.093% among 330,000;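 active = percent activation above the screen-wide mean plus 3 SD, cut at about 25% in these data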
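Test system: Procaspase-7 triple mutant (PC-7 D3A). Also added: Ac-DEVD-pNA substrate, 400 µM as added. Schedule: 1 h enzyme–compound preincubation and 2 h substrate reaction, both 25 °C. Signal: p-Nitroaniline absorbance at 405 nm, read at 0 and 120 min. Control set: low DMSO alone, high DMSO plus 5 µM PC-7.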
PP5 primary – inhibitors of human protein phosphatase 5 (PP5); hit rate 0.18% among 320,000; purified PP5c, OMFP substrate fluorescence; inhibition, % at 6.7 µM; P53041;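 active = inhibition above the campaign's mean inhibition across all tested compounds plus 3 SD, cut at about 9.5% in these data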;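 also: 0% = DMSO only and 100% = 100 µM cantharidin control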
Target sequence (P53041 whole entry, looked up): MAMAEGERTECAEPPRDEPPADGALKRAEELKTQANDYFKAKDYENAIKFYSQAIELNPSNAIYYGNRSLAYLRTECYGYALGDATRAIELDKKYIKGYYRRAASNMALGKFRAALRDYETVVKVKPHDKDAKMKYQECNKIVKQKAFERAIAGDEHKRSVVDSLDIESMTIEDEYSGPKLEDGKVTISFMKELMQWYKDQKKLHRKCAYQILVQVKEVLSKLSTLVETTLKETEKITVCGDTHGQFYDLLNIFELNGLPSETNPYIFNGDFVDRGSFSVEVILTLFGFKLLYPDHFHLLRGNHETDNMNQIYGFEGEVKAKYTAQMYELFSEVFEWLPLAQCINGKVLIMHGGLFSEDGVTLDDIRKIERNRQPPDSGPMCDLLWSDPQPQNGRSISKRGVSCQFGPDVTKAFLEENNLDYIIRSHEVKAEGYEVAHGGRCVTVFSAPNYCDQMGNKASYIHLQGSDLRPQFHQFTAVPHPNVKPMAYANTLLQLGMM
PP1 inh – blocks human PP1-alpha phosphatase, a PP5 counter-screen. P62136. purified PP1alpha, OMFP fluorescence. inhibition, % at 6.7 µM. hit rate 0.9% among 320,000. AID 2235;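 active = inhibition above the mean inhibition of all tested compounds plus 3 SD, computed separately for each screening campaign, cut at about 15% in these data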
Target sequence (P62136 whole entry, looked up): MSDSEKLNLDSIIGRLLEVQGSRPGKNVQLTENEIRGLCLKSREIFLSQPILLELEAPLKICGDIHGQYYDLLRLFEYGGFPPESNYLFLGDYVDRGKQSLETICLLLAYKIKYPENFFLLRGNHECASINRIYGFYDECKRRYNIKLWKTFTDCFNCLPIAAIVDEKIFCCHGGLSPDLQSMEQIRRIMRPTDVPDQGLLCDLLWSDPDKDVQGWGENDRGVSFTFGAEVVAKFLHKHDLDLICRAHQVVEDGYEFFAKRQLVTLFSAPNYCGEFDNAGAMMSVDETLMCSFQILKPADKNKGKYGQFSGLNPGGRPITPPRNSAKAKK
procasp3 activ – activators of human procaspase-3; hit rate 0.11% among 330,000; recombinant procaspase-3 D3A, Ac-DEVD-pNA absorbance 405 nm; P42574; activation, % at 8.5 µM;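 active = activation above the mean of all tested compounds plus 3 SD, cut at about 21% in these data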;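 also: 0% = DMSO alone and 100% = DMSO wells spiked with extra 5 µM PC-3 D3A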
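Test system: Procaspase-3 D3A mutant, all three cleavage aspartates alanine | Dosing: Single dose, 8.5 µM nominal compound, 0.8% DMSO | Schedule: 1 h preincubation, 2 h reaction | Technique: 405 nm absorbance of p-nitroaniline, reads at 0 and 120 min | Repeats: One well per compound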
Numbers without * were called inactive; nt = not tested or not shown.

SMILES	core dimer inh	GASC-1 inh	TPT1 inhibitor	Efflux pump inh	CTSL1 counter	procasp7 counter	PP5 primary	PP1 inh	procasp3 activ
Cc1cc2c(cc1S(=O)(=O)C(C)CC(=O)NCc1ccco1)OCC(=O)N2 (stereo unspecified)	-1	-14	4	0.0	2	-6	3.8	-5	-11
CCNC(=O)CC1C(=O)N(CC)C(=S)N1NC(=O)c1cccnc1 (stereo unspecified)	-1	-25	-3	-0.1	-5	-2	0.9	-1	-2
CCOC(=O)c1c(N)sc(C(O)(C(F)(F)F)C(F)(F)F)c1-c1ccccc1	1	11	0	0.0	3	-2	4.8	1	7
Cc1noc(C)c1COC(=O)CCCc1c[nH]c2ccccc12	71*	-4	12	0.1	12	-14	-6.4	2	2
Cc1nnc(N(C)C(=O)Cc2ccc3c(c2)OCO3)s1	-5	1	2	0.0	-1	7	-0.6	2	3
Cc1cccc(NC(=O)CCCN2C(=O)c3ccccc3C2=O)n1	0	20	0	0.0	-1	0	3.8	0	4
CCC(C)NC(=O)Cc1ccc(-c2ccccc2)cc1 (stereo unspecified)	17	-4	-4	1.3	-4	-8	2.9	-3	5
C/C=C/C(=O)OCC(=O)Nc1cccc(S(=O)(=O)NC2=NCCCCC2)c1	-1	8	1	-0.1	-4	7	-1.4	0	1
COc1ccccc1-c1ccc(/C=C2/C=C(CC(C)C)OC2=O)o1	6	-1	23	0.9	-7	-17	2.1	2	-9
CC(C)(C)[C@@H]1C=C(C(=O)N2CCN(Cc3ccc4c(c3)OCO4)CC2)O[C@H](OCc2ccc(CO)cc2)C1	14	14	-1	0.1	2	8	3.2	5	0
CC(C)c1nnc(NC(=O)CCC(=O)N2CCC(Cc3ccccc3)CC2)s1	6	-2	-3	0.1	0	5	1.9	-4	8
COc1ccc(-c2ncccc2O)cc1	-3	-5	-2	0.0	-2	19	1.1	0	-3
Cc1c(C(=O)NN2CCN(C)CC2)cccc1[N+](=O)[O-]	-6	-3	-3	0.0	2	-4	-0.4	-2	-1
CCOC(=O)c1c(CN(CC)CC)oc2ccc(OC)cc12	0	-2	1	0.1	2	2	-0.7	1	-3
N#Cc1ccc(CSc2nc(N)cc(N)n2)cc1	-4	-3	4	0.5	1	17	5.0	-1	-9

Limited to PP5 primary and core dimer inh, for 3 of the compounds above:
molecule	PP5 primary	core dimer inh
Cc1noc(C)c1COC(=O)CCCc1c[nH]c2ccccc12	-6.4	71*
CC(C)(C)[C@@H]1C=C(C(=O)N2CCN(Cc3ccc4c(c3)OCO4)CC2)O[C@H](OCc2ccc(CO)cc2)C1	3.2	14
Cc1cc2c(cc1S(=O)(=O)C(C)CC(=O)NCc1ccco1)OCC(=O)N2 (stereo unspecified)	3.8	-1

Other structures
SMILES	core dimer inh	GASC-1 inh	TPT1 inhibitor	Efflux pump inh	CTSL1 counter	procasp7 counter	PP5 primary	PP1 inh	procasp3 activ
O=C1C(Nc2cccc(O)c2)=C(N2CCCCC2)C(=O)c2ccccc21	7	3	6	-0.1	86*	-19	7.9	-2	-4
Cc1ccc(C2(C)NC(=O)N(CC(=O)N(c3ccccc3)C3CCS(=O)(=O)C3)C2=O)cc1 (stereo unspecified)	nt	2	nt	-0.1	nt	6	nt	nt	13
N/C(=N\OC(=O)c1ccc(Cl)cc1Cl)c1ccc(Cl)cc1	2	19	-2	-0.1	1	4	-1.2	-1	3
CSc1nc2nc(-c3ccccc3)cc(C(F)(F)F)n2n1	0	-5	-4	0.0	5	7	-0.5	3	-7
Cc1ccc(O)c(C(=O)c2cnn(C(=O)Cc3csc(C)n3)c2)c1	14	nt	-3	0.0	0	15	-1.6	6	7
Cc1ccc(NC(=O)COC(=O)c2ccccc2-c2nc3ccccc3s2)c(C)c1	6	-33	0	0.2	9	2	4.6	3	-1
Nc1ccc(Oc2ccc3nc(-c4ccccc4)c(-c4ccccc4)nc3c2)cc1	-10	12	-2	0.0	5	-8	2.6	4	-8
COc1cc(C2(c3ccc(O)c(OC)c3)C(=O)Nc3c(Br)cc(Br)cc32)ccc1O	-3	-3	-4	0.0	-6	-15	3.7	2	5
COc1ccc(Br)cc1CN(C)C(=O)Cc1ccc(S(=O)(=O)N2CCOCC2)s1	0	4	-4	-0.2	4	14	0.0	4	0
CCOc1ccc(C2C(C#N)=C(N)Oc3cc(O)ccc32)cc1OCC (stereo unspecified)	9	0	7	-0.1	4	-4	-2.0	-3	-1
O=C(C1CCCN(S(=O)(=O)c2ccc(F)cc2)C1)N1CCCC1 (stereo unspecified)	-6	0	-11	-0.1	4	2	0.0	-3	-1
CC(C)CC(=O)NC(=S)Nc1nc(-c2ccccc2)cs1	6	20	19	0.1	0	-6	0.1	-2	-4
CCN(CC)c1ncnnc1-c1ccccc1	-9	-3	0	0.1	3	-9	1.3	-1	-2
O=C(CSc1n[nH]c(=O)[nH]c1=O)N1CCCCCC1	0	0	1	-0.1	-4	-3	0.4	-3	-7
CCOC(=O)N1CCN(c2ccc(Cl)cc2)CC1	-11	6	0	0.0	-2	-3	1.7	0	3
COc1ccc(C(=O)Sc2nncc3ccccc23)cc1	2	-12	0	0.0	-12	-13	3.4	-5	-7
O=C(Cn1nnc(-c2cccc(C(F)(F)F)c2)n1)NC(=O)NCc1ccco1	4	2	-3	-0.1	-1	4	-0.2	-1	2
Cc1c(C(=O)N2CCN(c3ccccc3)CC2)sc2ncnc(N3CCC(C)CC3)c12	7	10	0	0.1	5	4	0.1	-1	-2
C/C(=N\NC(=O)C1CC1)c1ccc(C)cc1C	-3	6	1	-0.1	-2	-5	0.2	-4	-2
COc1ccccc1-c1nn2c(-c3ccco3)nnc2s1	14	-4	2	0.1	0	-11	3.6	1	2
CN(CCCNC(=O)c1ccc(CS(=O)c2ccc(Br)cc2)o1)Cc1ccccc1 (stereo unspecified)	-6	-3	0	-0.1	1	9	1.3	-2	8
Cc1cccn2c(=O)nc(SCC(=O)NC3CCCCC3)nc12	-3	17	-2	-0.1	-1	-3	-0.4	-2	2
COc1cc(NC(=O)N2CCOCC2)cc(OC)c1	-5	-8	1	-0.1	-3	10	-1.6	-2	-3
COc1ccccc1Oc1nc(-c2cccnc2)nc2ccccc12	7	5	4	-0.1	6	3	1.4	-3	4
N#Cc1ccc(Oc2ccc(C(F)(F)F)cc2NC(=O)c2ccc(F)cc2)cc1	16	-11	0	0.0	2	-3	4.5	3	5
O=C(CSc1nnc(CNc2ccc(F)cc2)o1)N1CCN(C(=O)c2ccco2)CC1	-9	1	1	0.0	1	7	0.4	-3	-2
CC1(C)Cc2cccc(Oc3ccc(S(=O)(=O)N4CCCC4)cn3)c2O1	-1	9	1	0.1	-5	4	-1.6	-3	-4
COc1cccc(/C=N/NC(=O)CNC(=O)C(c2ccccc2)c2ccccc2)c1O	-5	-19	0	-0.1	5	-2	1.9	9	0
COc1ccccc1N1CCN(C2CCCN(C(=O)Cn3cccn3)C2)CC1 (stereo unspecified)	-2	-1	0	-0.1	0	7	-2.2	-1	-9
CN(C)/C=C1/OC(=O)C(C#N)=C1c1ccc(Cl)cc1	0	-30	1	-0.2	-3	-1	-2.7	0	-8
CCCCc1c(C)c2cc(C)ccc2[nH]c1=O	0	-6	-1	-0.2	6	-4	4.2	-3	-11
CCCCN1C(=O)NC2NC(=O)NC21 (stereo unspecified)	-1	100	-4	0.1	-2	3	1.2	-1	-7
COc1ccccc1C(=O)N/N=C/C(C)=C/c1ccccc1	8	7	2	0.0	-1	-3	0.6	11	-1
CS(=O)(=O)N1CCN(c2ccccc2NC(=O)c2cccnc2)CC1	3	-7	-7	-0.1	1	5	-1.2	-2	-2
CN1/C(=C\C(=O)Nc2ccc(Br)cc2)C(C)(C)c2ccccc21	1	-6	-1	-0.3	3	-1	0.5	-1	-6
CCOc1ccc(-n2ccnc2SCC(=O)NCc2ccc3c(c2)OCO3)cc1	0	31	1	0.0	0	9	0.6	2	-3
O=C(CCN1CCOCC1)c1ccc(Br)cc1	-1	8	0	0.0	2	0	0.2	0	-1
COc1ccc(C(CC(=O)N2CCN(c3ccccc3)CC2)c2c(OC)cc(OC)c3ccc(=O)oc23)cc1 (stereo unspecified)	19	-1	-3	0.0	0	6	1.8	-2	1
O=C(O)c1ccc(CSc2ncn[nH]2)cc1	0	-7	0	-0.1	1	11	-0.4	-7	-2
O=C(NCCc1csc(-c2ccccc2)n1)c1ccccc1F	-1	6	1	-0.1	0	1	-0.5	-1	4
Cc1cc(C(F)(F)F)nn1Cc1n[nH]c(=S)n1Cc1ccccc1	4	-12	0	0.2	-2	-22	1.4	-2	-17
O=C1NCC(COCC2CC=CCC2)O1 (stereo unspecified)	-2	-6	-1	-0.2	-1	5	-0.5	1	-3
Cc1cc(C)cc(NC(=O)C(OC(=O)C2=COCCO2)c2ccccc2)c1 (stereo unspecified)	-15	-12	-2	-0.3	-43	-3	3.6	4	10
O=C(CN(C(=O)c1csnn1)c1ccc(F)cc1)NCc1ccc(F)cc1	2	-1	1	-0.2	3	-2	-2.0	-7	-7
O=C(CC1CCCC1)N1CCCC(Nc2ccc(F)cc2)C1 (stereo unspecified)	-13	7	-2	-0.1	-2	-3	4.2	4	7
COc1ccc(N(CCN2C(=O)c3ccccc3C2=O)C(=O)c2cccc([N+](=O)[O-])c2)cc1	0	-14	-3	-0.2	2	7	3.2	1	3
O=C(CC1S/C(=N/N=C2CCCCCC2)NC1=O)Nc1ccc(Br)cc1F (stereo unspecified)	-2	3	-2	0.1	3	7	0.8	0	5
Cc1ccc(NC(=O)COC(=O)c2ccc3c(c2)OCCO3)cc1S(=O)(=O)N1CCOCC1	0	1	-4	-0.1	-3	0	2.6	2	2
Cc1ccc(C(CC(=O)c2ccc(Cl)cc2)C(=O)O)cc1 (stereo unspecified)	7	0	-3	0.0	0	4	0.1	-4	6
COc1ccc(-n2c(C)cc(-c3cn4cccc(C)c4n3)c2C)cc1	10	-5	6	0.2	3	1	1.2	15*	1
Cc1ccc(Oc2ncc(CN3CC(C)OC(C)C3)s2)cc1 (stereo unspecified)	0	-2	-2	0.0	-1	1	0.8	-2	0
O=C(C1CC1)N(CCN(C(=O)C1CC1)c1ccccc1)c1ccccc1	-14	0	0	-0.4	-1	4	0.1	0	9
Cc1c(C(=O)C(=O)NCC2CCCO2)c2ccccc2n1C (stereo unspecified)	2	-5	2	-0.1	5	8	-0.2	-6	-4
O=C(CSc1nnc(-c2ccccn2)n1-c1ccccc1)Nc1ccc2c(c1)OCO2	2	-7	-1	-0.1	2	-7	1.3	2	5
CCOC(=O)c1[nH]c2ccccc2c1NC(=O)c1ccc(Br)o1	3	5	-3	-0.2	3	-1	2.0	8	3
O=C(Oc1ccccc1)N(c1ccccc1)c1ccccc1	5	-10	-2	-0.1	-4	-2	1.1	-3	3
